Screening data as filed in PubChem.
DDE Tn7 FP inh: inhibitors of Tn7 peptide binding to fibrin DD(E), primary screen, biochemical, fluorescence polarization, human fibrin, Tn7 probe; AID 720508, 2013; inhibition, % at 8.3 µM; FP displacement of FITC-Tn7 peptide from fibrin DD(E); 0% = median of compound wells per plate; Fibrinogen beta chain (Homo sapiens), P02675; actives 0.13% (n = 370,000);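 active means inhibition above the mean of compounds falling within the control limits plus 3 SD of them, cut at about 14% in these data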;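 further: 0% = plate median of compound wells and 100% = 10 µM Aha-Tn7 peptide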
Target sequence (P02675 whole entry, looked up): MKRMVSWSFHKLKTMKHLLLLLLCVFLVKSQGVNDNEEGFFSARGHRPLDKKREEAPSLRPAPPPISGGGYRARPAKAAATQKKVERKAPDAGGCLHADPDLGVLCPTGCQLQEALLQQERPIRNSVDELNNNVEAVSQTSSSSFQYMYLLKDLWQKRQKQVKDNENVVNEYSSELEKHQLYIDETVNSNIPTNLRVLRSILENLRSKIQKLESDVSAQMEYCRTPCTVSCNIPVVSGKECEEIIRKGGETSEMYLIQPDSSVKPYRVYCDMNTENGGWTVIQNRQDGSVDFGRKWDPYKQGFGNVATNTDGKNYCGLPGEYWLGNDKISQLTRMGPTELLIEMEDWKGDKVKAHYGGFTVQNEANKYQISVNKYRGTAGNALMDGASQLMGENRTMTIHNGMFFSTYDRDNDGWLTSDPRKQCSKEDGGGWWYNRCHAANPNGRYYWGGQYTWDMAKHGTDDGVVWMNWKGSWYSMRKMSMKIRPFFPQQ
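system = human fibrin DD(E) protein | quantity = DD(E) 2 µM final | medium = Tris/NaCl/CaCl2 buffer, pH 7.8 | also added = labelled Tn7 tracer, 0.1 µM | compound dosing = single point at 8.3 µM | timing = compound with protein 10 min, then 3 h after probe, room temperature | signal = FP measurement | benchmarks = Aha-Tn7 high control | repeats = one replicate per compound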
UHRF1 MBD2 ctr: UHRF1 methylated DNA binding inhibitors, primary screen, counter-screen for MBD2 inhibitor project, biochemical, TR-FRET, human UHRF1, single concentration | UHRF1 binding to methylated oligo | AID 687016, 2013 | inhibition, % at 4.4 µM | actives 0.75% (n = 370,000) | E3 ubiquitin-protein ligase UHRF1 (Homo sapiens), Q96T88; in the data active means inhibition above about 21%;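 further: UHRF1 SRA domain binding a hemimethylated CpG hairpin DNA probe; 0% = median of test compound wells and 100% = reference inhibitor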
ABHD4 inh: ABHD4 inhibitors, primary screen, biochemical, fluorescence polarization, mouse; purified mABHD4, FP-Rh probe fluorescence polarization; actives 0.54% (n = 370,000); inhibition, % at 8.92 µM; (Lyso)-N-acylphosphatidylethanolamine lipase (Mus musculus), Q8VD66;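 active means inhibition exceeding the mean over every tested compound plus 3 SD, cut at about 30% in these data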;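 further: 0% = plate median of compound wells and 100% = S159A mutant with DMSO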
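Doses – 8.92 µM, single dose · Material – wild-type mouse ABHD4 protein · Replication – single well per compound (singlicate) · Measure – percent inhibition of probe binding, normalized to plate controls · Schedule – 45 min compound pre-incubation plus 60 min probe step, 25 °C · Detection – fluorescence polarization with parallel and perpendicular emission, 525/598 nm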
LEDGF integ inh: blockers of LEDGF/p75-dependent integrase strand transfer – biochemical, TR-FRET, high throughput, primary screen; AID 743269, 2014; inhibition, % at 3.7 µM; TR-FRET IN-LEDGF/p75 DNA integration, Eu/Cy5; actives 0.64% (n = 370,000);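 active means inhibition above the screen-wide mean plus 3 SD, cut at about 13% in these data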;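 further: signal is the Cy5 over europium emission ratio at 671 and 618 nm; 0% = plate median of compound wells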
TCR-CD3 inh: inhibitors of human TCR-CD3 interaction, primary screen, biochemical, fluorescence, TAMRA-labeled TCR probe; T-cell receptor (TCR); AID 651800, 2012; actives 0.37% (n = 360,000); inhibition, % at 9.4 µM; in the data active means inhibition above about 19%;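 further: recombinant mutant TCR 2C K166C tagged with TAMRA read by polarization; 0% = receptor in buffer alone and 100% = receptor with positive control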
PG9 Ab binder: binders of HIV-1 gp120 antibody PG9, primary screen, biochemical, TR-FRET; HIV-1 gp120 / PG9 antibody interaction; TR-FRET gp120-PG9 antibody binding; inhibition, % at 6.7 µM; actives 0.43% (n = 360,000); AID 624416, 2012; in the data active means inhibition above about 8.5%
SIAE inh: human SIAE inhibitors, primary screen, biochemical, fluorescence polarization, FP-Rh probe, 1536-well HTS; inhibition, % at 9.66 µM; actives 0.69% (n = 370,000); SIAE FP-Rh probe binding; AID 1053197, 2014; Sialate O-acetylesterase (Homo sapiens), Q9HAT2;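 active means inhibition above a cutoff: mean of compounds within the control limits plus 3 SD of those, cut at about 17% in these data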;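 further: 0% = plate median of compound wells and 100% = probe without SIAE protein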
Target sequence (Q9HAT2 whole entry, looked up): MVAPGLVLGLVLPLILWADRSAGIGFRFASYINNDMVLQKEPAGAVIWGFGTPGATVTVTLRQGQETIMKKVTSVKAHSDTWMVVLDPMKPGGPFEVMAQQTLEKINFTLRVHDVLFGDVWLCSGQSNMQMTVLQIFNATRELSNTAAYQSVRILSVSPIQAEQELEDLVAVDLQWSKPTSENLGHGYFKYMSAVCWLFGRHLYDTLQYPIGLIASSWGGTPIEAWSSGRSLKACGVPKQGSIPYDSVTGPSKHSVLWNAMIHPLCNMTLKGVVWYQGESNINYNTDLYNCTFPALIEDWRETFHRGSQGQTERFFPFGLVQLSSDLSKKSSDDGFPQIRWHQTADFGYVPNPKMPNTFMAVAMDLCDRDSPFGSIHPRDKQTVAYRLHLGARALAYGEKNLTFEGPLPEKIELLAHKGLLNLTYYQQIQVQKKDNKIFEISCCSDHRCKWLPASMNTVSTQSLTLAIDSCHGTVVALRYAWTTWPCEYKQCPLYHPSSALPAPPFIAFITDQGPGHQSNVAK
HTRA1 inhibitor: HTRA1 serine protease inhibitors, primary screen, biochemical, fluorescence polarization, HTS; recombinant HTRA1, FP-rhodamine activity-based probe; inhibition, % at 5.96 µM; actives 0.5% (n = 340,000); AID 504803, 2011; in the data active means inhibition above about 36%;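 further: 0% = enzyme with DMSO and 100% = wells lacking enzyme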
PRMT1 FP inh: PRMT1 methyltransferase inhibitors, primary screen, biochemical, fluorescence polarization. AID 652257, 2013. inhibition, % at 2.79 µM. actives 1.3% (n = 370,000). recombinant PRMT1, activity-based probe fluorescence polarization;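 active means inhibition above about 21% made by adding two undisclosed values, limit read from the data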
TDP2 inh: human TDP2 enzyme inhibitors, primary screen, biochemical, epi absorbance, recombinant enzyme. T5PNP hydrolysis, p-nitrophenol absorbance 415 nm. inhibition, % at 12.8 µM. actives 0.34% (n = 370,000);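 active means inhibition above the mean of all tested compounds plus 3 SD, set per campaign, cut at about 25% in these data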;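 further: 0% = DMSO with enzyme and 100% = buffer with substrate but no TDP2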
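Assay system: recombinant human TDP2 / Reagent: T5PNP substrate at 5 mM, a TopII-DNA adduct mimic / Measured by: epi absorbance from released p-nitrophenol / Evaluation: % inhibition relative to enzyme-containing and enzyme-free wells / Control set: enzyme-free and DMSO wells / Replicates: each compound tested once, singlicate / Schedule: enzyme reaction with compound for 2 h at 37 °C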
* marks the source's active call; other numbers are inactive results; / = no result given.

Values run as follows: DDE Tn7 FP inh, UHRF1 MBD2 ctr, ABHD4 inh, LEDGF integ inh, TCR-CD3 inh, PG9 Ab binder, SIAE inh, HTRA1 inhibitor, PRMT1 FP inh, TDP2 inh
O=C1c2ccccc2C(c2nc3ccccc3[nH]2)N1Cc1ccco1 (centres undefined)
→ 4, 1, 3, 1, 4, -0.3, -2, /, 2, -6
Cc1ccc(SC/C(O)=C(\C#N)c2nc3ccccc3s2)cc1
→ 1, -1, 11, 3, 7, -0.5, -4, 2, 4, 7
Cc1c(C)n(CCC#N)c2ccc(Cl)cc12
→ -1, -2, -2, -1, 2, 0.2, 1, 5, -1, 0
CCCNC(=O)c1cc(C2CCCCN2C(=O)c2cc(OC)c(C)c(OC)c2)on1 (centres undefined)
→ 2, -2, -7, 2, -3, -0.8, 0, /, 1, 3
COc1cc(NC(=O)c2ccc(Cl)cc2)c2ncccc2c1
→ 0, -3, -3, 3, 0, -3.0, -3, -1, -7, 3
CC(=O)c1ccccc1NC(=O)C1CC(=O)N(c2ccc3c(c2)OCCO3)C1 (centres undefined)
→ 6, -2, 1, -1, 2, 0.3, -4, -4, -2, -4
COc1ccc(/C=C/c2cc(C(=O)O)c3ccccc3n2)cc1
→ 38*, -5, 0, -1, 4, 0.3, 3, -2, 5, -6
COC(=O)C1(F)C(=O)NC(=O)NC1OC (centres undefined)
→ 1, -1, -1, 4, -1, -0.7, -1, /, 0, -6
OC(c1ccc(F)c(F)c1)c1ncc(-c2ccc(F)cc2)[nH]1 (centres undefined)
→ 1, -1, -2, 1, 1, 2.4, 4, /, -7, -4
COc1ccccc1CNC(=O)C1CC(c2cccc([N+](=O)[O-])c2)=NO1 (centres undefined)
→ -6, 19, 0, 0, -2, -3.5, -1, -2, 1, 1
O=C(N/N=C/c1ccc(OC(=O)c2ccccc2Cl)cc1)c1ccc(O)cc1
→ 0, -3, -55, 5, 4, -1.7, -30, -29, -5, -6
Cn1c(-c2ccc(F)cc2)cnc1NCc1cc2c(cc1[N+](=O)[O-])OCO2
→ -5, 1, 16, -1, -1, -1.5, 16, 10, -1, 7
Cc1cc(C)c(S(=O)(=O)c2cccc(Cl)c2)c(=O)[nH]1
→ -5, 1, 3, 4, 4, -2.7, -3, 2, -4, -2
CCc1nnc(NC(=O)CCNC(=O)c2ccco2)s1
→ -4, -4, 2, 0, 7, 0.9, 2, -3, 2, 12
Cc1nonc1C1CCCN1Cc1cn[nH]c1-c1ccc(-c2ccccc2)cc1 (centres undefined)
→ -6, 6, -12, 3, -13, -0.7, -6, -52, -3, -19
COc1ccc(C)cc1NC(=O)COC(=O)c1ccc(OCc2ccc(Cl)cc2Cl)c(OC)c1
→ -9, -1, 0, 4, 2, -2.8, -11, -1, -3, -9
CCCOc1cc(C)c(S(=O)(=O)N2CCN(C)CC2)cc1C
→ -3, 3, -2, 5, -3, -1.1, 0, 8, -2, -13
COc1ccc(CC(NC(C)=O)C(=O)NC2CCN(C(=O)C3CCCCC3)CC2)c(OC)c1 (centres undefined)
→ -7, 3, 7, 2, -4, 2.2, 1, -2, -2, -4
O=S(=O)(Nc1cccc2c1CCCC2)c1ccc(Cl)cc1
→ -1, 3, -11, -1, -1, -1.1, -6, -37, 2, -7
CC1(C)SC(=S)N(/N=C/c2ccc(O)cc2)C1N(O)C(=O)Nc1ccc([N+](=O)[O-])cc1 (centres undefined)
→ 2, 0, -10, -1, 7, -0.8, 1, -15, -2, -1
Cc1cc(C(=O)CSc2cccc[n+]2[O-])c(C)n1-c1ccccc1
→ 1, 2, 7, -6, -8, -0.5, 1, -1, 1, -9
COc1ccc(OC)c(NC(=O)c2oc3ccccc3c2NC(=O)C2CC2)c1
→ 2, 3, -10, -4, -8, 1.1, 2, 1, 5, -10
COc1cc(C(=O)Nc2ccc(C(N)=O)cc2)c([N+](=O)[O-])cc1OC
→ -3, 0, 4, 2, -3, 0.4, -1, 7, 1, 5
COc1cccc(NC(=O)c2cccc(C(=O)Nc3cccc(OC)c3)c2)c1
→ -4, 2, -12, 3, -6, -1.9, -3, -1, -1, -9
COc1cc(/C=N/N=C2/NC(=O)C(CC(=O)O)S2)ccc1OCc1ccc(Cl)cc1 (centres undefined)
→ 4, -6, -6, 6, 18, -1.1, 5, -3, -1, 0
O=C(Nc1ccc2c(c1)OCO2)c1csc([C@@H]2O[C@H](CO)[C@H](O)[C@H](O)[C@H]2O)n1
→ -10, 0, -2, -4, -4, 0.3, -5, /, 4, 4
Cc1ccc(C(=O)N2CCN(c3ccc(C(F)(F)F)cn3)CC2)c(C)c1
→ 4, 0, 4, 0, 5, -2.3, -2, -2, 3, -1
Cc1ccccc1CC(=O)N1CCC(CCC(=O)NC2CC2)CC1
→ 6, 1, 3, 3, 0, -0.6, -6, 4, 3, 14
O=C(COc1ccc(S(=O)(=O)N2CCCC2)cc1Cl)NC1CCCC1
→ -1, 3, 2, 3, 1, 3.3, 3, -2, 1, -10
COc1ccc(CCNC(=O)CCCCn2c(=O)[nH]c3ccccc3c2=O)cc1OC
→ 2, 7, -11, 3, -12, -1.0, -3, 1, 0, -13
COCCCNC(=S)NCCNc1nc2cc(C)cc(C)c2cc1C#N
→ 5, -3, 0, 2, 1, 1.5, 3, -5, -2, 3
CCN(CC)c1ncnc2c1ncn2[C@H]1CN(Cc2ccc3c(c2)OCO3)C[C@@H](CO)O1
→ 1, 4, -17, -4, -3, 0.3, -1, /, 9, -2
CC(=O)c1ccc(Oc2cc(C(F)(F)F)cnc2C(N)=O)cc1
→ 4, 1, 1, 1, 4, -1.8, -2, -5, 2, -2
CCN(CC)C(=O)C1CCCN(Cc2cccc(Cl)c2)C1 (centres undefined)
→ -7, 3, 1, -9, 3, -2.0, 1, /, 3, -8
CCN(CC)C(=O)C1CCCN(c2ccc([N+](=O)[O-])cc2/C=N/NC(=O)c2cccc(O)c2)C1 (centres undefined)
→ -5, 3, 5, -1, 0, 0.6, -8, -5, 0, 6
COc1ccc(-c2noc(-c3ccccc3F)n2)cc1
→ 0, 5, -10, 6, -14, 1.0, -4, -18, 6, -13
COc1cc(C(O)P(=O)(OC(C)C)OC(C)C)cc(OC)c1OC (centres undefined)
→ 3, -4, 1, 3, 1, 1.2, 0, 1, -4, 13
CC(C)CCN=CC1=C(O)CC(c2ccccc2)CC1=O (centres undefined)
→ -4, 1, 5, -3, -2, -1.0, -2, -2, 3, -2
CNC(=O)C1CC(=O)N/C(=N/N=C(\C)c2cccs2)S1 (centres undefined)
→ -2, 2, -13, 3, 4, -1.2, -2, 6, -5, -8
O=C(CCn1nc(-c2ccccc2)ccc1=O)N1CCCC1
→ -5, 0, -4, 3, 1, -1.7, 2, -3, 1, -10
CCN(CC)C(=O)CSc1nnc(-c2cccs2)n1Cc1ccco1
→ -4, 1, -1, -2, 6, -2.3, 2, 3, -3, 5
COc1cccc(N2CCN(Cc3nnnn3C3CCCCC3)CC2)c1
→ 7, -4, -2, 3, 2, -0.2, 1, 5, -3, 9
O=c1oc2cc(O)ccc2c2c1CCCC2
→ 8, -2, 0, -3, 7, 0.2, 5, 3, 2, 1
CC(=O)N/C(=N\c1nc(C)cc(C)n1)Nc1ccccc1Cl
→ -6, -1, -1, 3, 5, -1.8, 0, 1, 1, -6
CCC(C)(C(=O)NC1CCCCC1)N(CC1CCCO1)C(=O)CNC(=O)c1ccccc1 (centres undefined)
→ -6, 15, 2, 3, 2, -1.2, -7, -4, 3, 13

Exported field by field: part of the list above
> COc1cccc(N2CCN(Cc3nnnn3C3CCCCC3)CC2)c1
  DDE Tn7 FP inh = 7
  UHRF1 MBD2 ctr = -4
  ABHD4 inh = -2
  LEDGF integ inh = 3
  TCR-CD3 inh = 2
  PG9 Ab binder = -0.2
  SIAE inh = 1
  HTRA1 inhibitor = 5
  PRMT1 FP inh = -3
  TDP2 inh = 9
> O=c1oc2cc(O)ccc2c2c1CCCC2
  DDE Tn7 FP inh = 8
  UHRF1 MBD2 ctr = -2
  ABHD4 inh = 0
  LEDGF integ inh = -3
  TCR-CD3 inh = 7
  PG9 Ab binder = 0.2
  SIAE inh = 5
  HTRA1 inhibitor = 3
  PRMT1 FP inh = 2
  TDP2 inh = 1
> CC(=O)N/C(=N\c1nc(C)cc(C)n1)Nc1ccccc1Cl
  DDE Tn7 FP inh = -6
  UHRF1 MBD2 ctr = -1
  ABHD4 inh = -1
  LEDGF integ inh = 3
  TCR-CD3 inh = 5
  PG9 Ab binder = -1.8
  SIAE inh = 0
  HTRA1 inhibitor = 1
  PRMT1 FP inh = 1
  TDP2 inh = -6
> CCC(C)(C(=O)NC1CCCCC1)N(CC1CCCO1)C(=O)CNC(=O)c1ccccc1 (centres undefined)
  DDE Tn7 FP inh = -6
  UHRF1 MBD2 ctr = 15
  ABHD4 inh = 2
  LEDGF integ inh = 3
  TCR-CD3 inh = 2
  PG9 Ab binder = -1.2
  SIAE inh = -7
  HTRA1 inhibitor = -4
  PRMT1 FP inh = 3
  TDP2 inh = 13

Following part.
molecule	DDE Tn7 FP inh	UHRF1 MBD2 ctr	ABHD4 inh	LEDGF integ inh	TCR-CD3 inh	PG9 Ab binder	SIAE inh	HTRA1 inhibitor	PRMT1 FP inh	TDP2 inh
Cc1cc(N2CCOCC2)nc2cc(O)ccc12	-6	1	-2	4	3	0.8	0	-3	-2	-12
O=C(CSc1nnc(Cc2cccs2)n1-c1ccccc1)Nc1ccccc1-c1ccccc1	-4	0	-2	-4	/	/	1	/	2	2
COc1ccc(NS(=O)(=O)c2ccc3c(c2)NC(=O)CCS3)cc1Cl	-3	-1	4	0	-8	0.6	2	1	4	8
COc1cccc(-c2nn(-c3ccccc3)cc2/C=C\C(=O)c2cccs2)c1	-4	-2	-52	0	10	-0.9	-33	-77	-2	2
COc1cc2ncnc(NCc3cccs3)c2cc1OC	-2	5	-6	0	-2	1.2	2	-4	6	5
Cc1c(C)c2ccc(OCC(=O)Nc3ccccn3)c(C)c2oc1=O	1	1	1	0	-9	-1.0	3	-1	6	4
CCCCNC(=O)C1CCCN1S(=O)(=O)c1cccc2nsnc12 (centres undefined)	-2	-2	7	1	1	0.5	-2	5	-2	3
